# SMN2 splice up: qHTS Assay for Enhancers of SMN2 Splice Variant Expression | HEK293 SMN2-luciferase splicing reporter, luminescence, 30-36 h | Potency, µM (series often up to 46.1 µM), for inactives: top-dose activity change, positive = activation, most hits filed as activators | 210,000 compounds, 2.8% hits; also: % of control where 0% means no effect; nearly all actives have a fitted effect of over 55% in size
#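 HEK293 cells carry an SMN2 minigene-luciferase reporter in which exon 7 inclusion puts luciferase in frame. Cells were seeded at 2000 cells/well, attached for 10-12 hours, then exposed to compounds for 30-36 hours at 37C before ONE-Glo luminescence.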
# aGlu spleen mod: qHTS Assay for Inhibitors and Activators of Human alpha-Glucosidase From Spleen Homogenate | Potency, µM (doses to about 79.9 µM), without a hit: at the highest dose activity change, negative = inhibition, usual class: inhibitors | 240,000 compounds, 0.006% hits | human spleen homogenate, 4-MU-alpha-glucoside fluorescence | AID 2112, 2009;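 also: 0% = enzyme with vehicle and -100% = no enzyme basal signal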
#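 AC50 values come from Hill-equation fits of concentration-response data, normalized to no-enzyme and full-activity controls. Enzyme source: 1 ug human spleen homogenate; 1 mM fluorogenic 4-MU glucoside, pH 5.0 citrate buffer, 37 C, 40 min.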
# GAA glycogen mod: qHTS Assay for Inhibitors and Activators of Human alpha-Glucosidase Cleavage of Glycogen; Lysosomal alpha-glucosidase (Homo sapiens), P10253; 300,000 compounds, 0.38% hits; recombinant GAA, glycogen substrate, Amplex Red glucose oxidase fluorescence; Potency, µM (titrated, usually from 76.4 µM), for the others: at the highest dose activity change, negative = inhibition, most hits filed as inhibitors;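 also: 0% = full enzyme reaction and -100% = no-enzyme basal signal; the screen sought inhibitors and activators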
#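 Recombinant enzyme (4 nM final) with compounds titrated up to 77 uM and bovine liver glycogen (30 ug) in citrate pH 5.0, 0.01% Tween-20, 37 C 40 min. Released glucose detected by Amplex Red/glucose oxidase (Ex 573/Em 610); AC50 from Hill fits.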
# GoLoco inh red: qHTS Assay for Inhibitors of RGS12 GoLoco Motif Activity (Red Fluorophore). Gai1:RGS12 GoLoco peptide FP, rhodamine, 10 min. Potency, µM (series often up to 61.6 µM), for the others: at the highest dose activity, negative = inhibition, actives largely listed as inhibitors. 230,000 compounds, 0.44% hits. AID 880, 2007; active = well fitted inhibition curve with a large enough effect, not every such curve was filed as active; inactive = no such curve, though single readings can be large or run the other way; also: % is scaled to controls: 0 for no effect and ±100 for the full control effect; nearly all actives have a fitted effect of over 30% in size; many of its hits are not listed in these tables
# Target sequence (P63096 whole entry, looked up): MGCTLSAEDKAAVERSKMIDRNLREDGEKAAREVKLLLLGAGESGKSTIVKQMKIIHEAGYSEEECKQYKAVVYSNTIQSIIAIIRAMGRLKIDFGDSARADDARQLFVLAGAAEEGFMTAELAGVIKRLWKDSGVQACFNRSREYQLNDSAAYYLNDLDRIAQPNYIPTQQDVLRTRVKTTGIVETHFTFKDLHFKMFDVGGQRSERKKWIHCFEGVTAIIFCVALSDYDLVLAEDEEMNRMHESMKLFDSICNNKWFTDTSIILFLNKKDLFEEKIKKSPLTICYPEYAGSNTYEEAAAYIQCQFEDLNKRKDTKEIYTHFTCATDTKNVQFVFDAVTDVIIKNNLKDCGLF
# GAA inh: qHTS Assay for Inhibitors of Human alpha-Glucosidase as a Potential Chaperone Treatment of Pompe Disease; Lysosomal alpha-glucosidase (Homo sapiens), P10253; purified human GAA, 4-MU-alpha-glucoside fluorescence; Potency, µM (doses to about 76.9 µM), inactives show at the highest dose activity change, negative = inhibition, hits mostly inhibitors; 200,000 compounds, 0.005% hits; AID 1466, 2008;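 also: plate controls were uninhibited enzyme wells for no effect and no-enzyme background for full effect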
#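 Enzyme (4 nM final) mixed with compound (up to 77 uM), then 4-MU-alpha-D-pyranoside (400 uM final) added; 20 min at room temperature, pH 5.0. Reaction stopped at pH 10, fluorescence read, AC50 derived by Hill fit.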
# ALDH1A1 inh: qHTS Assay for Inhibitors of Aldehyde Dehydrogenase 1 (ALDH1A1) | Aldehyde dehydrogenase 1A1 (Homo sapiens), P00352 | Purified ALDH1A1, NADH fluorescence, propionaldehyde substrate | Potency, µM (highest dose often 75.3 µM), for inactives: top-dose activity, negative = inhibition, hits mostly inhibitors | 220,000 compounds, 7.3% hits; active = well fitted inhibition curve with a large enough effect, not every such curve was filed as active; inconclusive = small, poorly fitted or top-dose-only effect, or another doubt; inactive = no such curve, though single readings can be large or run the other way;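 also: plate controls were no enzyme wells and a reference inhibitor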
# JMJD2E inh: qHTS Assay for Inhibitors of Human Jumonji Domain Containing 2E (JMJD2E); Lysine-specific demethylase 4E (Homo sapiens), B2RXH2; JMJD2E catalytic domain, FDH-coupled NADH fluorescence (FDH is formaldehyde dehydrogenase); Potency, µM (series often up to 57.1 µM), inactives show at the highest dose activity change, negative = inhibition, most hits filed as inhibitors; 230,000 compounds, 1.6% hits; active = well fitted inhibition curve with a large enough effect, not every such curve was filed as active; inconclusive = small, poorly fitted or top-dose-only effect, or another doubt; inactive = no such curve, though single readings can be large or run the other way;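 also: 0% = wells with enzyme and -100% = buffer wells without enzyme; nearly all actives have a fitted effect of over 50% in size; many of its hits are not listed in these tables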
# Target sequence (B2RXH2 1-337 limits assumed): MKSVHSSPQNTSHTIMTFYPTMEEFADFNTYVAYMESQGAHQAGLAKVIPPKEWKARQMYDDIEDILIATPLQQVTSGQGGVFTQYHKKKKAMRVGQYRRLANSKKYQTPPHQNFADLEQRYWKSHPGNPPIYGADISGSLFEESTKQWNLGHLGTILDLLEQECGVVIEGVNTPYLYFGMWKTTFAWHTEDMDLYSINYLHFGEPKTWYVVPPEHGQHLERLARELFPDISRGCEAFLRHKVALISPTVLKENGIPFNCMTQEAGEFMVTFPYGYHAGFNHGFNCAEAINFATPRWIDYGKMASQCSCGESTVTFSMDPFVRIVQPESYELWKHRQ
# GLA spleen mod: qHTS Assay for Inhibitors and Activators of Human alpha-Galactosidase From Spleen Homogenate; human spleen homogenate, 4MU-alpha-Gal fluorescence, 40 min; 240,000 compounds, 0.008% hits; Alpha-galactosidase A (Homo sapiens), P06280; Potency, µM (highest dose often 80 µM), for inactives: at the highest dose activity change, negative = inhibition, most hits filed as inhibitors; AID 2107, 2009;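 also: 0% = enzyme with vehicle and -100% = no enzyme basal signal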
# Target sequence (P06280 32-429 limits assumed): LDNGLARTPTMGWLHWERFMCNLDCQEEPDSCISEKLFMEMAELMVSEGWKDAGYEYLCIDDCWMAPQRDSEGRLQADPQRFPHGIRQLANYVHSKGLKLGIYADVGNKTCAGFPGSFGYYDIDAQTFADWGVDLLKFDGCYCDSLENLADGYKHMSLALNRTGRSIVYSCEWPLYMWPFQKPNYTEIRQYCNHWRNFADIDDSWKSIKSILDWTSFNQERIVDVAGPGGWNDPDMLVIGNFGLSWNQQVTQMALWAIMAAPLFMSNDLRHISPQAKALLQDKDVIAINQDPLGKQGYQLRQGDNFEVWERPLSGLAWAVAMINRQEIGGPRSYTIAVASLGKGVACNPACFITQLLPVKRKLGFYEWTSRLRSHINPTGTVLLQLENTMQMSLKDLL
#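 Human spleen homogenate (1 ug) was the enzyme source, with 4-methylumbelliferyl-alpha-D-galactopyranoside (1 mM final) in pH 5.0 citrate buffer with 0.01% Tween-20. Compounds were titrated; after 40 min at 37C, NaOH/glycine stop, 4-MU fluorescence read; AC50 from Hill fits.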
# The depositor's hits bear a star; ? = inconclusive; . = no result given; [ ] = dose if it differs, or a comment. Unless noted, calls follow the shape of the dose curve; as a rule, active = well fitted curve in the direction sought with a large enough effect; inconclusive = small, poorly fitted or top-dose-only effect, or another doubt; inactive = no such curve, though single readings can be large; an effect the other way counts as inactive or inconclusive. Potency is read from the fitted curve at half-maximal effect. Some of the compounds tested. The share of hits here may be higher or lower than overall.
1. Cc1cc(C(=O)N/N=C/c2ccc(N(C)C)cc2)c2ccccc2n1
2. CCOc1ccccc1-c1nc(C(N)=O)c2[nH]c(=O)n(-c3ccccc3)c2n1
3. Cc1cc(C(=O)NCc2ccc(F)cc2)n(-c2ccccc2)n1
4. CC1CCC(N(C(=O)c2csnn2)C(C(=O)NC(C)(C)C)c2cccnc2)CC1 (configuration not stated)
5. CC(=O)Cc1nsc(Nc2ccccc2)n1
6. COc1ccc(CCNC(=O)COc2ccc(N(C)S(=O)(=O)c3ccc(C)cc3)cc2)cc1
assay / compound,1,2,3,4,5,6
SMN2 splice up,-16%,-14%,.,-14%,15%,.
aGlu spleen mod,-2%,3%,5%,4%,0%,-5%
GAA glycogen mod,-2%,10%,.,-7%,4%,-7%
GoLoco inh red,5%,-4%,2%,-12%,-3%,5%
GAA inh,-6%,13%,.,3%,-14%,-10%
ALDH1A1 inh,35µM*,-4%,.,-14%,?,?
JMJD2E inh,1%,?,1%,1%,-4%,-2%
GLA spleen mod,-7%,8%,8%,11%,-1%,-3%

7. COc1ccc(NC(=O)CNC(=O)c2ccc([N+](=O)[O-])cc2)cc1
8. CCc1nnc(NC(=O)c2ccc(S(=O)(=O)N3CCCCCC3)cc2)s1
9. O=C(O)C=Cc1ccc(Cn2ccnc2)cc1
10. CC(C)Cc1ccc(/C(=N/O)C(=O)O)s1
11. COCCNC(=O)C(OC(=O)c1ccco1)c1ccccc1OC (configuration not stated)
12. COc1ccc(NC(=O)CCN2C(=O)c3ccccc3S2(=O)=O)cc1
assay / compound,7,8,9,10,11,12
SMN2 splice up,14%,-26%,.,8%,14%,1%
aGlu spleen mod,-12%,-4%,0%,-2%,0%,4%
GAA glycogen mod,0%,-14%,.,-1%,6%,5%
GoLoco inh red,-7%,-10%,1%,2%,-1%,0%
GAA inh,-13%,-1%,.,-5%,0%,4%
ALDH1A1 inh,-1%,13%,-37%,?,7%,?
JMJD2E inh,2%,-1%,-8%,11%,1%,1%
GLA spleen mod,-5%,1%,-4%,-3%,-1%,-4%

13. COc1cc(-c2nnc(SCc3cc(=O)oc4cc(O)c(O)cc34)o2)cc(OC)c1OC
14. CC1Cc2ccccc2N1C(=O)Cn1c(=O)cc(O)c2ccccc21 (configuration not stated)
15. Cc1ccc2c(c1)c(N=O)c(O)n2Cc1ccc(Cl)cc1
16. COc1ccccc1OCCOCCn1cnc2ccccc2c1=O
17. C=CCNC(=O)CSc1nc2sc(C)c(C)c2c(=O)[nH]1
18. COc1cc(C2NC(=O)NC(c3ccccc3)=C2C(C)=O)cc([N+](=O)[O-])c1O (configuration not stated)
assay / compound,13,14,15,16,17,18
SMN2 splice up,6%,-8%,-27%,-10%,5%,.
aGlu spleen mod,-21%,5%,4%,-4%,-7%,4%
GAA glycogen mod,16µM*,-5%,-2%,8%,11%,13%
GoLoco inh red,1%,10%,18%,8%,5%,30%
GAA inh,-6%,-3%,4%,-9%,-4%,7%
ALDH1A1 inh,?,-7%,-7%,14%,-3%,?
JMJD2E inh,?,-4%,1%,8%,4%,-9%
GLA spleen mod,8%,9%,2%,-6%,-2%,3%

19. CCOC(=O)N1CCN(CC(O)COc2ccc(OC)cc2C(C)(C)C)CC1 (configuration not stated)
20. NC[C@@H]1O[C@H](O[C@@H]2[C@H](O[C@@H]3O[C@H](CO)[C@@H](COC[C@H]4O[C@@H](CN)[C@@H](O)[C@@H](O)[C@@H]4N)[C@@H]3O)[C@@H](O)[C@@H](N)C[C@H]2N)[C@@H](N)[C@H](O)[C@@H]1O
21. COc1ccc(C2C(C(=O)O)CCC(=O)N2c2ccc(OC)cc2)cc1 (configuration not stated)
22. COc1ccc2oc(=O)c(NC(=O)C3CCCCC3)cc2c1
23. Cc1ccc(S(=O)(=O)N2CCOC2CNC(=O)C(=O)NCc2ccncc2)cc1 (configuration not stated)
24. COC(=O)c1nn(-c2ccccc2)c(Cl)c1/C=N/OCc1ccc(Cl)cc1Cl
assay / compound,19,20,21,22,23,24
SMN2 splice up,-4%,-1%[20.6 µM],2%,-8%,.,-49%[inhibitor]
aGlu spleen mod,-3%,-6%[29.1 µM],2%,0%,2%,?
GAA glycogen mod,7%,.,-8%,-5%,3%,-1%
GoLoco inh red,-1%,2%[21.6 µM],3%,10%,-1%,0%
GAA inh,?,.,0%,-3%,.,9%
ALDH1A1 inh,1%,8%[20.9 µM],0%,-14%,.,?
JMJD2E inh,6%,9%[25.5 µM],0%,?,4%,5%
GLA spleen mod,7%,7%[29.1 µM],4%,-5%,1%,9%

25. COC(=O)c1ccc(C2C(C#N)=C(C)NC3=C2C(=O)CC(C)(C)C3)cc1 (configuration not stated)
26. Cc1c(C(=O)Nn2cnnc2)oc2ccccc12
27. CC(=O)Nc1ccc(S(=O)(=O)Nc2c(C)nn(-c3ccccc3)c2C)cc1
28. O=[N+]([O-])c1ccc(S(=O)(=O)NCCc2ccncc2)cc1
29. Cc1ccc(-c2nn(CC(=O)NN3CCOCC3)c(=O)c3ccccc23)cc1
30. CC(/C=N/NC(=O)CSc1nnc(SCc2ccccc2)s1)=C\c1ccco1
assay / compound,25,26,27,28,29,30
SMN2 splice up,.,?,-25%,14%,.,17%
aGlu spleen mod,18%,-5%,-1%,0%,-2%,-9%
GAA glycogen mod,1%,-2%,15%,1%,4%,2%
GoLoco inh red,.,3%,8%,6%,0%,15%
GAA inh,-2%,-5%,2%,-22%,-5%,-6%
ALDH1A1 inh,1%,-2%,13%,-6%,-4%,?
JMJD2E inh,3%,5%,6%,-7%,-29%,?
GLA spleen mod,?,2%,-1%,-2%,-11%,8%

31. Cc1ccc(Cl)cc1NC(=O)C1CCCN(S(=O)(=O)c2c(C)noc2C)C1 (configuration not stated)
32. Cc1ccc(C)c(-n2c3nc(=O)n(C)c(=O)c-3cc3ccccc32)c1
33. CCCOc1c(OC)cc(Cl)cc1C1NC(=O)NC(C)=C1C(=O)NCc1ccccc1 (configuration not stated)
34. Nc1ccc(NC(=S)Nc2ccccc2)cc1
35. COc1ccc2[nH]cc(/C=C(/C#N)S(=O)(=O)c3ccccc3)c2c1
36. CSc1ccccc1C(=O)C1CCCN(C(=O)CCN2CCCO2)C1 (configuration not stated)
assay / compound,31,32,33,34,35,36
SMN2 splice up,-1%,.,21%,.,-13%,.
aGlu spleen mod,0%,1%,-5%,-1%,-1%,-2%
GAA glycogen mod,2%,-1%,10%,0%,-6%,-11%
GoLoco inh red,-11%,-2%,6%,5%,14%,9%
GAA inh,0%,.,0%,-4%,1%,-9%
ALDH1A1 inh,-1%,.,5%,-10%,-7%,-1%
JMJD2E inh,0%,?,5%,-1%,0%,1%
GLA spleen mod,3%,-4%,2%,-3%,-1%,2%

37. N#Cc1ccc(CN2CC[C@@]3(CCCN(C(=O)c4cc(C(F)(F)F)cc(C(F)(F)F)c4)C3)C2)cc1
38. COc1ccc2c(=O)c(C(=O)NCCc3ccc(OC)c(OC)c3)c[nH]c2c1
39. CCc1cccc(CC)c1NC(=O)COc1ccccc1C(=O)c1cc(C#N)c(=O)n(C2CCCCC2)c1
40. COCCn1c(SCC(=O)c2ccc3c(c2)OCCO3)nnc1C(C)C
41. COc1ccc2c(c1)c1nc3ccccc3nc1n2CCn1c(=O)oc2ccccc21
42. COc1cccc(-n2cc(C(=O)O)c3ccccc3c2=O)c1
assay / compound,37,38,39,40,41,42
SMN2 splice up,-42%[inhibitor],-12%,3%,2%,-24%,3%
aGlu spleen mod,-4%,-8%,-14%,-13%,-5%,0%
GAA glycogen mod,.,-4%,5%,-2%,7%,2%
GoLoco inh red,7%,10%,8%,-4%,-7%,7%
GAA inh,.,-1%,-12%,-10%,-11%,-12%
ALDH1A1 inh,-2%,9%,7%,10µM*,0%,?
JMJD2E inh,.,-2%,-10%,?,-2%,?
GLA spleen mod,2%,-10%,?,2%,-4%,-10%

# 3 compounds out of the list, sorted by count of non-hydrogen atoms, smallest number first:
40. COCCn1c(SCC(=O)c2ccc3c(c2)OCCO3)nnc1C(C)C
19. CCOC(=O)N1CCN(CC(O)COc2ccc(OC)cc2C(C)(C)C)CC1 (configuration not stated)
20. NC[C@@H]1O[C@H](O[C@@H]2[C@H](O[C@@H]3O[C@H](CO)[C@@H](COC[C@H]4O[C@@H](CN)[C@@H](O)[C@@H](O)[C@@H]4N)[C@@H]3O)[C@@H](O)[C@@H](N)C[C@H]2N)[C@@H](N)[C@H](O)[C@@H]1O
assay / compound,40,19,20
SMN2 splice up,2%,-4%,-1%[20.6 µM]
aGlu spleen mod,-13%,-3%,-6%[29.1 µM]
GAA glycogen mod,-2%,7%,.
GoLoco inh red,-4%,-1%,2%[21.6 µM]
GAA inh,-10%,?,.
ALDH1A1 inh,10µM*,1%,8%[20.9 µM]
JMJD2E inh,?,6%,9%[25.5 µM]
GLA spleen mod,2%,7%,7%[29.1 µM]

# Continued:
43. Clc1ccc(/C=N/Nc2ncnc3ccccc23)cc1Cl
44. CC1(C)CC(c2nc(-c3ccccc3)cs2)CCS1 (configuration not stated)
45. O=C1C2ON(c3ccccc3)C(c3ccncc3)C2C(=O)N1c1ccccc1 (configuration not stated)
46. CCc1nc2ccccc2c(C(=O)OCC(=O)NCc2ccco2)c1C
47. O=c1oc2cc([N+](=O)[O-])ccc2nc1/C=C(\O)c1cccc(Br)c1
assay / compound,43,44,45,46,47
SMN2 splice up,?,-10%,5%,34%,.
aGlu spleen mod,0%,-11%,6%,-1%,0%
GAA glycogen mod,2%,-5%,1%,-7%,?
GoLoco inh red,-2%,-7%,13%,6%,10%
GAA inh,-3%,-1%,-4%,6%,.
ALDH1A1 inh,-10%,0%,?,?,.
JMJD2E inh,-1%,-1%,15%,-14%,?
GLA spleen mod,-4%,-14%,-6%,-2%,-6%
